Source: PubChem (several laboratories)
STK33 inh = human STK33 kinase inhibition; AID 2661; actives 0.073% (n = 320,000); inhibition, % at 10 µM; purified STK33, MBP phosphorylation, ADP-Glo luminescence; Q9BYT3;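 active = inhibition at or above 25%, using the most active replicate where run in duplicate; inactive = inhibition below 25%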
Target sequence (Q9BYT3 whole entry, looked up): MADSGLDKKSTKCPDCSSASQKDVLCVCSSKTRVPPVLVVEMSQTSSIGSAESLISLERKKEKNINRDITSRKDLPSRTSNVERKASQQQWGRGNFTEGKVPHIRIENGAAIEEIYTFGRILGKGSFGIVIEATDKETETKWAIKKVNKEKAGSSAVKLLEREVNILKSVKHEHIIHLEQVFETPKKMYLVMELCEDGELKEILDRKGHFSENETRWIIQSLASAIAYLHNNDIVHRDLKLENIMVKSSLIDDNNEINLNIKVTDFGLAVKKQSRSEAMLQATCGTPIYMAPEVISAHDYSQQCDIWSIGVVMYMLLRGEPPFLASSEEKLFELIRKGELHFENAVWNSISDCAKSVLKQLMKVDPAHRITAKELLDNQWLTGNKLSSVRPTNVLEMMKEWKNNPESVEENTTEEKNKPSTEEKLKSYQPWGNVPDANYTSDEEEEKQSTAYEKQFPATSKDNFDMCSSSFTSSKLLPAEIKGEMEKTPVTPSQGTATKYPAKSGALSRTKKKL
Kir21 inh = inhibitors of mouse Kir2.1 inward-rectifier potassium channel. P35561. HEK293-Kir2.1, FluxOR thallium flux fluorescence; stronger effect = lower value. B-score at 10 µM. actives 0.85% (n = 310,000);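 active = fluorescence ratio B-score at or below minus 3 SD of library scores, with starting-brightness B-score within 2 SD, cut at about -4.2 in these data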;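 also: channel flux triggered by added potassium and thallium sulfate stimulus; B-score of peak minus minimum fluorescence over baseline after thallium stimulus; more negative B-score means stronger Kir2.1 block with less thallium influx; some compounds called inactive have numbers as strong as hits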
Target sequence (P35561 whole entry, looked up): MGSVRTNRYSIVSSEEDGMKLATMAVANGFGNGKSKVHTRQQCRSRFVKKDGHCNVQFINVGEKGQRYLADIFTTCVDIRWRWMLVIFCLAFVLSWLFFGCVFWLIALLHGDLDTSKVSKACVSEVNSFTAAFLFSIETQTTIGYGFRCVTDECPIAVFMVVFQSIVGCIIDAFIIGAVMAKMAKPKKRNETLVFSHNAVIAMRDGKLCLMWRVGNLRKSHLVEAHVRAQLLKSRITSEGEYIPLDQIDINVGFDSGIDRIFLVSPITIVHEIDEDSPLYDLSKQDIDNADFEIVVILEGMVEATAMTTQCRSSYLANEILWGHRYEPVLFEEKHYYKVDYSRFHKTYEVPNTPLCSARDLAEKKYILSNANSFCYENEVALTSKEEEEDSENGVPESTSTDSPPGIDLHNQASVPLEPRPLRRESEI
Numbers without * were called inactive; x = no result given.

SMILES | STK33 inh | Kir21 inh
Cc1ccc(SCC(=O)c2cc(C)c(OC(=S)N(C)C)c(C)c2)cc1 | 0.3 | -2.1
S=C(NCCCN1CCOCC1)Nc1ccc(Cl)cc1 | -2.4 | 0.97
CCOCCCNC(=S)N(Cc1ccco1)Cc1cc2cc3c(cc2[nH]c1=O)OCCO3 | 0.8 | 1.2
O=C(CNC(=O)c1ccccc1)OCC(=O)c1ccc(Cl)s1 | -1.8 | x
O=C(COc1ccc(Cl)cc1Cl)Nc1cccc(-c2ccc(N3CCOCC3)nn2)c1 | x | -0.02
O=C(Nc1ccc(S(=O)(=O)N2CCCC2)cc1)C1CCN(S(=O)(=O)c2ccc(F)cc2)CC1 | 0.0 | 0.46
CCOc1cc(N2CCOCC2)c(OCC)cc1NC(=O)COc1ncnc2ccccc12 | -0.1 | -0.68
COc1ccc(C(=O)NC2CCN(CC(=O)NC3CCCCC3)CC2)cc1 | -1.4 | 1.5
COc1ccc(N2C(=O)c3ccccc3C(C)(C)C2=O)cc1 | -1.6 | 0.41
CCN(CC)S(=O)(=O)c1ccc(O)c(C(=O)OCC(=O)NC2CCCC2)c1 | -1.3 | -0.08
COCCCNC(=O)CCN1C(=O)COc2ccccc21 | -0.1 | -0.11
CCOC(=O)C1Nc2ccccc2C2C(O)C(O)CC12 (stereo not given) | -2.4 | -0.15
CCCCc1ccc(NC(=O)CC(C)(C)C)cc1 | 1.1 | 0.34
Cc1ccc2nsnc2c1NC(=O)c1ccc([N+](=O)[O-])cc1 | -2.5 | -0.6
CCCCn1nnnc1SCC(=O)N(CC)CC | -1.7 | 1.2
COc1ccc(CN2CCNC(=O)C2CC(=O)N2CCCN(C(C)=O)CC2)c(OC)c1 (stereo not given) | -0.7 | -0.68
O=C(COC(=O)c1ccc(S(=O)(=O)N2CCc3ccccc3C2)cc1)NC1CCS(=O)(=O)C1 (stereo not given) | 0.5 | 2.6
C=CCn1c(COC)nnc1SCC(=O)c1ccc(F)cc1 | -0.8 | 0.05
COc1cc(C2c3sc(=O)[nH]c3SC3C4CCC(C4)C23)ccc1O (stereo not given) | 0.6 | -2.4
Cc1[nH]n(C(N)=S)c(=O)c1N=Nc1cccc(Cl)c1 | -0.9 | -0.24
C/C=C/c1ccccc1OCc1ccc(C(=O)OC)o1 | 0.2 | 0.52
CCOc1ccc(NC(=O)CN(C)CC(=O)Nc2ccccc2SC)cc1OCC | 0.0 | -1.5
CC(=O)Nc1ccc(S(=O)(=O)NCCS(=O)(=O)N2CCN(c3ccccc3F)CC2)cc1 | -1.8 | -1.6
CNC(=O)CSCc1c(Cl)cccc1Cl | -0.7 | -0.45
Cc1ccc(C)c(NC(=O)CSc2c(C)n[nH]c2C)c1 | -2.2 | 0.38
O=C(CCc1ccccc1)NNC(=O)c1ccncc1 | -3.6 | x
CN(C)c1ccc(/C=C(\C#N)C(=O)OCC(=O)N(C)C2CCS(=O)(=O)C2)cc1 (stereo not given) | -2.2 | x
COc1cc(C2c3c(n[nH]c3C)C(=O)N2c2ccc(C)cc2)ccc1O (stereo not given) | 1.0 | 1.1
COCc1nnc(NC(=O)CCc2ccccc2)s1 | 0.6 | 1.2
CC(=O)c1ccc(NC(=O)C(C)OC(=O)COc2ccc(C#N)cc2)cc1 (stereo not given) | -0.1 | 0.89
Cc1c(C)n(Cc2ccccc2)c2ncnc(NCCCN(C)C)c12 | -0.4 | 1.1
CC(Sc1nc2ccccc2[nH]1)C(=O)NC1CCCCC1C (stereo not given) | -1.5 | 1.1
COc1ccc(OCC(=O)NC(=O)c2ccccc2OC)c([N+](=O)[O-])c1 | -2.4 | 0.01
O=C(CC1SC(N2CCCCC2)=NC1=O)Nc1ccc(C(=O)O)cc1 (stereo not given) | -0.7 | x
O=C(NCC1CCCO1)C1CCCN1C(=O)NC1CCCCC1 (stereo not given) | -2.6 | -0.48
CCC(C)[C@H](NC(=O)N1CCC(C)CC1)C(=O)O (stereo not given in full) | 1.0 | -0.35

Fetched by structure from the entries so far (6):
SMILES | STK33 inh | Kir21 inh
O=C(COc1ccc(Cl)cc1Cl)Nc1cccc(-c2ccc(N3CCOCC3)nn2)c1 | x | -0.02
C=CCn1c(COC)nnc1SCC(=O)c1ccc(F)cc1 | -0.8 | 0.05
CCCCn1nnnc1SCC(=O)N(CC)CC | -1.7 | 1.2
CC(=O)Nc1ccc(S(=O)(=O)NCCS(=O)(=O)N2CCN(c3ccccc3F)CC2)cc1 | -1.8 | -1.6
Cc1c(C)n(Cc2ccccc2)c2ncnc(NCCCN(C)C)c12 | -0.4 | 1.1
CC(=O)c1ccc(NC(=O)C(C)OC(=O)COc2ccc(C#N)cc2)cc1 (stereo not given) | -0.1 | 0.89

The listing continues:
SMILES | STK33 inh | Kir21 inh
O=C(CC(NC(=O)c1ccccc1Cl)c1ccccc1)Nc1ccc2c(c1)OCO2 (stereo not given) | -0.8 | -0.76
O=C(NCC1CCCO1)c1nn2cccnc2c1Cl (stereo not given) | -1.2 | 0.99
Cc1cc(C)cc(N(CC(=O)Nc2ccc(Br)cc2)S(=O)(=O)c2c(C)[nH]c(=O)[nH]c2=O)c1 | -1.9 | 2.5
Oc1[nH]c2ccccc2c1C=Nc1ccc2c(c1)OCCO2 | x | -0.61
CCCCNc1nc(=S)[nH]c2cc(OC)c(OC)cc12 | -1.2 | 0.01
COCCn1nnnc1C(c1ccccc1OC)N1CCN(c2ccccc2F)CC1 (stereo not given) | -1.8 | -0.75
CC(C)(C)c1cc(-c2n[nH]c(=S)n2-c2ccccc2F)n[nH]1 | -0.7 | 0.37
Cc1nnsc1C(=O)N1CCCC(Nc2ccc(C(C)C)cc2)C1 (stereo not given) | -0.9 | -0.23
O=C(Nc1ccc2c(c1)OCO2)C1CC(=O)N(c2cccc(Cl)c2)C1 (stereo not given) | 3.4 | -0.55
COC(=O)Cn1c(=O)c2c(n(Cc3ccccc3)c1=O)N/C(=C/c1ccc(Br)cc1)C2=O | -1.3 | 0.43
Cc1c(OCC(=O)N[C@@H](Cc2c[nH]c3ccccc23)C(=O)O)ccc2c1oc(=O)c1ccccc12 | 0.9 | -0.4
O=C(CN1C(=O)c2ccccc2S1(=O)=O)c1cccc(Br)c1 | -1.9 | 0.13
Nc1nc(SCc2ccccc2Cl)[nH]c(=O)c1-c1ccccc1 | 1.4 | -0.07
Cc1ccc(Nc2nc(Cl)c(C=O)s2)cc1Cl | -1.2 | 1.1
CCOc1ccc(Nc2ccc(C(=O)O)cc2[N+](=O)[O-])cc1 | -0.2 | -0.21
CCOCCCNC(=O)CCCn1nc(C)n2c(cc3sccc32)c1=O | 0.1 | -0.5
CNC(=O)C1CCN(S(=O)(=O)c2c(C)noc2/C=C/c2ccc(C)cc2)CC1 | 1.7 | 1.5
O=C1C2C3C=CC(C3)C2C(=O)N1CCN1CCN(Cc2ccc([N+](=O)[O-])cc2)CC1 (stereo not given) | -0.8 | -1.9
CC(C)/C=C1\CCc2c([nH]c3ccccc23)C1=O | -1.2 | -0.58
CCn1c(=O)n(CC)c2cc([N+](=O)[O-])ccc21 | -0.3 | 0.11
CCOC(=O)c1c(NC(=O)c2cccs2)sc2c1CCC2 | -0.2 | -0.14
O=C(C1CCN(S(=O)(=O)N2CCC3(CC2)OCCO3)CC1)N1CCC(Cc2ccccc2)CC1 | -2.5 | 0.47
CC1(C)C2CCC(C2)C1C/C=N/NC(N)=S (stereo not given) | -0.7 | 0.16
C=C(C)COc1ccc2c3c(c(=O)oc2c1OCC(=C)C)CCC3 | -2.2 | 1.1
COc1ccc(OCCC(=O)c2ccc(OC)cc2)cc1 | -0.6 | 0.34
COc1ccc(-c2noc(CCC(=O)NCCc3ccccc3)n2)cc1OC | 0.0 | -1.5
O=C(O)c1cccc(S(=O)(=O)N(Cc2ccccc2)c2ccccc2)c1 | -1.0 | -0.05
CC(C(=O)NC(C)(C)C)N(C(=O)CS(=O)CC(=O)Nc1ccc(F)cc1)C1CCCC1 (stereo not given) | -0.6 | 0.01
CCOC(=O)N/N=C(\C)c1ccc(C)c([N+](=O)[O-])c1 | 0.0 | -0.43
O=C1N(CN2CCN(c3cccc(Cl)c3)CC2)c2ccccc2C12OCCCO2 | -0.6 | 0.02
CCCS(=O)(=O)N1CCCC(C(=O)N2CCOCC2)C1 (stereo not given) | 3.6 | 0.43
COCCC(=O)N1CCC(Oc2ccc(C(=O)N3C[C@H]4CC[C@H]3C4)cc2)CC1 | -0.9 | -0.35
COc1ccc(-c2cc(C(=O)N3CCCCC3)c3ccccc3n2)cc1OC | 0.1 | 1.5
CC(C)(C)N(Cc1cc2ccccc2[nH]c1=O)C(=O)c1ccco1 | 1.7 | -0.77
COCCCNC(=O)c1ccc(CS(=O)(=O)c2ccccc2C)o1 | -1.9 | -0.48
C/C(=N\NC(=O)c1ccccc1)c1c(C)[nH]n(-c2ccccc2)c1=O | 0.5 | -0.9
O=CN1CCc2scc[n+]2-c2ccccc21 | -2.1 | 0.42
Cc1nc2ccccc2n1S(=O)(=O)c1cc(C(=O)O)ccc1Cl | 0.7 | 0.01
CC(=O)Nc1ccc(S(=O)(=O)NCC(=O)NCCCc2ccccc2)cc1 | -1.2 | -0.03
Cc1cc(N2CC(=O)N(CCc3ccccc3)C(=O)C2)n2ncnc2n1 | -0.5 | 2
Cc1cccc2nc(-c3cccnc3)c(NCCC(C)C)n12 | -0.6 | -0.64
CC1CC(C)CN(CCC(=O)Nc2ccc3c(c2)CCC3)C1 (stereo not given) | 0.2 | -0.87
CCN1CCN(C(=S)NC(=O)c2cccs2)CC1 | -0.9 | 0
COc1cccc(CN(C(=O)COc2ccc(C)cc2)C2CCS(=O)(=O)C2)c1 (stereo not given) | -0.8 | 1.6
Cc1ccc(-c2[nH]nc3c2C(c2ccoc2)C(C#N)=C(N)O3)cc1C (stereo not given) | 0.1 | -0.12
COc1ccc(/C=N/NC(=O)c2ccccc2)cc1OS(=O)(=O)c1ccccc1 | -0.2 | -0.01
O=C(COC(=O)CNC(=O)c1ccc(F)cc1)Nc1cccc(S(=O)(=O)N2CCCC2)c1 | -0.9 | -0.81
Cn1nc(C(F)(F)F)c(C(=O)Nc2ccc(Cl)cc2)c1Cl | -1.9 | 0.15

Reformatted with tabs: entries from further up
compound	STK33 inh	Kir21 inh
O=C(COC(=O)CNC(=O)c1ccc(F)cc1)Nc1cccc(S(=O)(=O)N2CCCC2)c1	-0.9	-0.81
CC(=O)Nc1ccc(S(=O)(=O)NCC(=O)NCCCc2ccccc2)cc1	-1.2	-0.03
Cc1cc(N2CC(=O)N(CCc3ccccc3)C(=O)C2)n2ncnc2n1	-0.5	2
CCN1CCN(C(=S)NC(=O)c2cccs2)CC1	-0.9	0
Cn1nc(C(F)(F)F)c(C(=O)Nc2ccc(Cl)cc2)c1Cl	-1.9	0.15
CC1CC(C)CN(CCC(=O)Nc2ccc3c(c2)CCC3)C1 (stereo not given)	0.2	-0.87
O=CN1CCc2scc[n+]2-c2ccccc21	-2.1	0.42

Additional results:
SMILES | STK33 inh | Kir21 inh
CC1CCCN(CCCCOc2cccc(Br)c2)C1 (stereo not given) | -1.5 | -2.3
Cc1cccc(C)c1NC(=S)N/N=C/c1ccc(OCCC(C)C)cc1 | 0.1 | -1.1
CCCCc1cc(=O)oc2cc(OCC(=O)N(CC)CC)c(Cl)cc12 | 0.6 | -0.26
O=C(Nc1ccccc1)c1ccco1 | -0.4 | 1.1
O=C(COC(=O)c1ccco1)Nc1ccccc1 | -2.4 | -0.17
CCn1c(SCC(=O)N2CCCCC2)nc2c1c(=O)n(C)c(=O)n2C | 0.9 | 0.95
Cc1ccc(C(=O)NC(C)c2ccc3c(c2)OCO3)s1 (stereo not given) | -1.6 | -0.01
C/C(=N\NC(=O)c1ccncc1)c1ccc(NC(=O)c2ccc(Cl)cc2)cc1 | -0.1 | -0.11
S=C(NCc1cccnc1)Nc1ccc(Oc2ccccc2)cc1 | 0.4 | -0.02
COc1ccc(NC(=O)c2nc[nH]c2C(=O)N2CCN(C(=O)OC(C)(C)C)CC2)cc1 | 0.0 | 1.1
CC(C)(C)c1csc(NC(=O)c2ccc(Cl)s2)n1 | 0.6 | 0.64
Cc1ccc(C(=O)NC2CC3CCCC(C2)N3Cc2ccccc2)cc1 (stereo not given) | -2.0 | 0.01
COc1cc(NC(=S)NC2CC2)c(OC)cc1Cl | -0.9 | -1.4
CSc1cccc(NC(=O)N2CCN(C)CC2)c1 | -1.0 | -0.17
S=c1[nH]cnc2sc(Nc3ccccc3)nc12 | 0.4 | -0.3
O=C(Oc1ccccc1)c1ccc2nccnc2c1 | -1.9 | -1.2
COCCCn1nnnc1SCC(=O)N1c2ccccc2CC1C (stereo not given) | -0.7 | 1.1
CCCN1CCN(C(=O)c2ccc(Sc3ccc(C)cc3)c(NC(C)=O)c2)CC1 | -0.7 | -0.74
COC(=O)Cn1cnc2c(cnn2-c2ccccc2)c1=O | 0.0 | 1.3
O=C(O)c1cccnc1Nc1ccc(Cl)cc1 | -0.9 | 2.8
CCN(CC)C(=O)C(=O)N/N=C/c1cccc(Br)c1 | -1.4 | 0.65
O=C(CN(Cc1cccs1)S(=O)(=O)c1ccc(S(=O)(=O)NC2CCCCC2)cc1)Nc1ccccc1 | -1.6 | 2.3
O=C(COc1ccccc1Cl)N1CCCCCCC1 | -0.9 | 1.1
CN(C(=O)COC(=O)Cc1c(Cl)cccc1Cl)c1c(N)n(Cc2ccccc2)c(=O)[nH]c1=O | 0.7 | 1.6
CN(C)/C=N/c1sc2c(c1C#N)CCCCC2 | 1.3 | 0.98
Cc1ccnc(NC(=O)c2c(-c3ccccc3Cl)noc2C)c1 | -1.8 | 2.1
Cc1cc2oc3ccc(NCCCn4ccnc4)cc3c(=O)c2cc1C | 6.7 | -1.8
COc1cccc(NC(=O)CCN2C(=O)c3ccccc3Sc3ncccc32)c1 | 0.6 | 0.67
CN(C)c1ccc(C(O)P(=O)(OCc2ccccc2)c2ccc(N(C)C)cc2)cc1 (stereo not given) | 0.5 | 0.57

Rows were taken by chance. Share with any hit: about 0.84%.
